NR2E3 ag-1: activates human photoreceptor nuclear receptor NR2E3; Q9Y5X4; GST-NR2E3/biotin-RetCOR TR-FRET, 1536-well; inhibition of corepressor binding, % at 4.78 µM; 0.12% of 320,000 active; AID 2300;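 active = percent inhibition above the cutoff of mean plus 3 SD of all tested compounds, set per screening campaign, cut at about 20% in these data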;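 note: 0% = DMSO wells and 100% = biotin wells as full block of FRET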
Target sequence (Q9Y5X4 whole entry, looked up): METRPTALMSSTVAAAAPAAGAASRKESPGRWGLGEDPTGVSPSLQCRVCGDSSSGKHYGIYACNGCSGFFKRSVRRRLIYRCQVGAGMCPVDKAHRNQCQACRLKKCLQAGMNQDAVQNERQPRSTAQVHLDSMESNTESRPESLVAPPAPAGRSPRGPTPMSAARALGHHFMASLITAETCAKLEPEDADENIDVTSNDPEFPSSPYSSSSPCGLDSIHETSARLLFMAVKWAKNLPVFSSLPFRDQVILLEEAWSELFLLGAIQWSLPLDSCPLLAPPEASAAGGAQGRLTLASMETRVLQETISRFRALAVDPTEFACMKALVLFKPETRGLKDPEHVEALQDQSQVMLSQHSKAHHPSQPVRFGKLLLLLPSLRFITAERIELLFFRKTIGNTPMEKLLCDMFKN
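Assay system: NR2E3–RetCOR corepressor complex. Quantity: 1.35 nM GST-NR2E3. Buffer or medium: pH 7.5 Tris-based buffer. Reagent: biotinylated RetCOR corepressor at 7 nM final. Schedule: 5 h at 4 °C. Detection: TR-FRET, emission read at 617 and 671 nm. Replicates: one well per compound, singlicate testing.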
CaV13 FRET inh: Disruptors of the CACNA1D IQ motif to Ca2+-dependent inactivation inhibitor domain association, primary screening, Förster resonance energy transfer in intact living … | HEK cells, CFP/YFP FRET ICDI-IQ, plate reader, 10 min; percent FRET-ratio fall versus neutral wells | inhibition, % at 12.3 µM | 0.098% of 340,000 active;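 active = mean replicate inhibition of at least 30% and at least 1% of replicates passing that level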;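 note: 0% = median of the neutral control wells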
PDI inh: inhibitors of human protein disulfide isomerase; inhibition, % at 10 µM; 0.052% of 350,000 active; PDI insulin aggregation turbidity, A650, 90 min; P07237;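 active = mean inhibition across replicates of 30% or more, whatever share of single replicates reach that level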;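 note: absorbance from insulin aggregation driven by PDI reduction with DTT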
Target sequence (P07237 whole entry, looked up): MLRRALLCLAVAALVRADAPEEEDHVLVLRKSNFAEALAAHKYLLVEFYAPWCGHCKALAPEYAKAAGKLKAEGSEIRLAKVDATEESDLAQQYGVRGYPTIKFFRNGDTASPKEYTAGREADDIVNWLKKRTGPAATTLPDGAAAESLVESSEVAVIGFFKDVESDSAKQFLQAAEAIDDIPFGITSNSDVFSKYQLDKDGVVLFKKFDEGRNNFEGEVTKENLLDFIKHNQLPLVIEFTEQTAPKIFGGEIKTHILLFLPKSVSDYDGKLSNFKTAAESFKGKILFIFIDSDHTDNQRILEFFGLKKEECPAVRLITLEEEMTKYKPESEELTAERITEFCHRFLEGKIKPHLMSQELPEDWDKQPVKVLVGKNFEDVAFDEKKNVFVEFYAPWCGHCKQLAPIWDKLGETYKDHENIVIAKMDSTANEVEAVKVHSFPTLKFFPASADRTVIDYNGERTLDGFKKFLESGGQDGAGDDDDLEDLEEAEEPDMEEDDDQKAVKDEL
MITF TRPM1 inh: MITF TRPM1 promoter inhibition in SK-MEL-5 cells; inhibition, % at 12.5 µM; 0.83% of 330,000 active; SK-MEL-5 TRPM1 promoter luciferase, 24 h;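 active = mean inhibition across replicates of 60% or more, whatever share of single replicates reaches that level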; note: values of inactives mirror those of a sister screen read the other way
aDG glyco act: alpha-DG glycosylation activation; AID 624168; 0.22% of 360,000 active; activation, % at 10 µM; Pro5-aDG cells, alpha-DG glycosylation AlphaScreen (IIH6); 0% Pro5, 100% B10-LARGE cell signal;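 active = activation of at least 8% versus controls, or a plate z-score of at least 8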;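 note: Pro5 are CHO cells carrying HIG-tagged alpha-DG that lacks glycosylation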
Peg3 promoter: Peg3 promoter activity inhibition; HeLa PEG-Prom luciferase reporter, luminescence, overnight; inhibition, % at 20 µM; 1.7% of 360,000 active; AID 588405;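 active = inhibition of at least 50% at 20 µM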
NR2E3 ag-2: agonists of human NR2E3 nuclear receptor. Q9Y5X4. CHO-S Gal4-NCOR/VP16-NR2E3 two-hybrid, luciferase. inhibition of corepressor binding, % at 3.98 µM. 0.35% of 360,000 active. AID 602229;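 active = inhibition above the mean of all tested compounds plus 3 SD, cut at about 70% in these data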;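 note: 0% = DMSO with NR2E3 transfected cells and 100% = cells lacking NR2E3 construct; higher means lower luciferase signal from less NR2E3 corepressor binding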
iPSC survival up: enhancers of human iPSC single-cell survival; hiPSC single-cell survival, ATPlite luminescence; 100% = ROCK inhibitor wells, 0% = DMSO; survival enhancement, % at 20 µM; 0.044% of 360,000 active; in the data active = survival enhancement above about 18%;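 note: cells exposed to compounds for 16 hours before the ATP read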
HIF-2a inh: HIF-2a inhibition | 786-0 RCC cells HIF-2a reporter, luciferase luminescence, overnight | inhibition, % at 18.8 µM | 0.72% of 360,000 active;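 active = inhibition of the luminescence signal of 40% or more relative to plate controls, in a single-dose primary screen at 18.75 µM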
Vif inh: blocks HIV Vif function; HEK293T cells, Vif self-association by quenched fluorescence, imaging, 24 h; inhibition, % at 7.49 µM; 0.35% of 340,000 active; AID 602346; in the data active = inhibition above about 50%, passing the limit was not always enough; note: some results filed as inactive read as strong as hits
Granule exo inh: lytic granule exocytosis inhibition. TALL-104 LAMP-1 surface exposure, flow cytometry; cells stimulated with thapsigargin and PMA. inhibition, % at 10 µM. 0.66% of 360,000 active. AID 651702;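 active = inhibition above about 55%, limit read from the data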
* marks the source's active call; other numbers are inactive results.

Screening COC(OC)C1Nc2ccccc2C(=O)N1c1ccc(F)cc1 (stereo unspecified) returned CaV13 FRET inh -14, PDI inh 8, MITF TRPM1 inh 6, aDG glyco act 0.0, Peg3 promoter -11, NR2E3 ag-2 6, iPSC survival up -0.5, HIF-2a inh 6, Vif inh -1 and Granule exo inh 1.
`CS(=O)(=O)c1ccc(C(=O)OCc2nnc(-c3ccccc3)o2)cc1[N+](=O)[O-]` gave CaV13 FRET inh -5, PDI inh -3, MITF TRPM1 inh 48, aDG glyco act 1.0, Peg3 promoter 109*, NR2E3 ag-2 2, iPSC survival up 0.0, HIF-2a inh 21, Vif inh 6 and Granule exo inh 37.
Screening CC(=O)c1ccccc1C(=O)N1CCCC(CNC(=O)c2ccccc2Cl)C1 (stereo unspecified) returned NR2E3 ag-1 0, CaV13 FRET inh -3, PDI inh -2, MITF TRPM1 inh -23, aDG glyco act 0.1, Peg3 promoter -44, NR2E3 ag-2 -24, iPSC survival up -0.6, HIF-2a inh -59, Vif inh 2 and Granule exo inh 1.
For Cc1ccc(Cc2cncc(O)c2)cc1S(=O)(=O)O the results were NR2E3 ag-1 -4, CaV13 FRET inh -2, PDI inh 3, MITF TRPM1 inh -7, aDG glyco act -0.1, Peg3 promoter 9, NR2E3 ag-2 -9, iPSC survival up -1.1, HIF-2a inh 10, Vif inh 35 and Granule exo inh 3.
Screening CCOc1ccc(N2CC(C(=O)NCCc3ccc(S(N)(=O)=O)cc3)CC2=O)cc1 (stereo unspecified) returned NR2E3 ag-1 0, CaV13 FRET inh -4, PDI inh -6, MITF TRPM1 inh -4, aDG glyco act 0.4, Peg3 promoter -8, NR2E3 ag-2 -29, iPSC survival up -0.1, HIF-2a inh 12, Vif inh 3 and Granule exo inh 6.
Cc1ccccc1C(N)c1ccncc1 (stereo unspecified) was read as NR2E3 ag-1 2, CaV13 FRET inh -2, PDI inh 10, MITF TRPM1 inh 9, aDG glyco act 0.0, Peg3 promoter 7, NR2E3 ag-2 0, iPSC survival up -0.5, HIF-2a inh 10, Vif inh 2 and Granule exo inh -4.
COc1ccc(S(=O)(=O)NCC(c2cccnc2)N2CCN(Cc3ccccc3)CC2)cc1 (stereo unspecified) was read as NR2E3 ag-1 -3, CaV13 FRET inh -6, PDI inh 2, MITF TRPM1 inh 1, aDG glyco act 0.0, Peg3 promoter 9, NR2E3 ag-2 2, iPSC survival up -0.6, HIF-2a inh 7, Vif inh 0 and Granule exo inh -2.
Screening C/C(=N\NC(=O)c1ccccc1)c1ccccc1Br returned NR2E3 ag-1 -3, CaV13 FRET inh -2, PDI inh 1, MITF TRPM1 inh -38, aDG glyco act 0.7, Peg3 promoter -181, NR2E3 ag-2 -64, iPSC survival up -2.4, HIF-2a inh -179, Vif inh -5 and Granule exo inh 1.
For COC(=O)CSc1nnc(CNc2ccc(OC)cc2)n1C the results were NR2E3 ag-1 -2, PDI inh -5, MITF TRPM1 inh -1, aDG glyco act -0.2, Peg3 promoter -4, NR2E3 ag-2 -9, iPSC survival up -2.4, HIF-2a inh -67, Vif inh 0 and Granule exo inh 0.
`CCN(CC)S(=O)(=O)c1ccc(S(=O)(=O)Nc2ccc(C(=O)N3CCCC3)cc2)cc1` gave NR2E3 ag-1 9, PDI inh 5, MITF TRPM1 inh 7, aDG glyco act 0.2, Peg3 promoter 2, NR2E3 ag-2 -2, iPSC survival up -0.4, HIF-2a inh -9, Vif inh -3 and Granule exo inh -1.
For O=C(NCc1ccc(Cl)cc1)c1cc2ccccc2oc1=O the results were CaV13 FRET inh -5, PDI inh 2, MITF TRPM1 inh -3, aDG glyco act 0.1, Peg3 promoter -28, NR2E3 ag-2 -4, iPSC survival up -0.5, HIF-2a inh -10, Vif inh 5 and Granule exo inh -7.
For COc1cc(NC(=O)C2CC(c3c(F)cccc3Cl)=NO2)cc(OC)c1OC (stereo unspecified) the results were NR2E3 ag-1 0, CaV13 FRET inh -5, PDI inh -21, MITF TRPM1 inh -1, aDG glyco act 0.9, Peg3 promoter 14, NR2E3 ag-2 18, iPSC survival up 0.5, HIF-2a inh 13, Vif inh -32 and Granule exo inh -17.
COc1cc(OC)cc(C(=O)N2CCN(C(=O)Cc3ccccc3)CC2)c1 was read as NR2E3 ag-1 1, CaV13 FRET inh 4, PDI inh 4, MITF TRPM1 inh 4, aDG glyco act 0.0, Peg3 promoter 15, NR2E3 ag-2 -5, iPSC survival up -0.6, HIF-2a inh 11, Vif inh 12 and Granule exo inh 2.
For CNS(=O)(=O)c1ccc2c(c1)C(=O)c1cc(S(=O)(=O)NC)ccc1CC2 the results were CaV13 FRET inh -4, PDI inh 4, MITF TRPM1 inh 0, aDG glyco act -0.4, Peg3 promoter 9, NR2E3 ag-2 5, iPSC survival up -1.7, HIF-2a inh 18, Vif inh 17 and Granule exo inh 8.
CCCc1ccc(OCC(O)CN2CCN(CCO)CC2)cc1 (stereo unspecified) was read as NR2E3 ag-1 1, CaV13 FRET inh -1, PDI inh 6, MITF TRPM1 inh 1, aDG glyco act 0.0, Peg3 promoter -7, NR2E3 ag-2 4, iPSC survival up -0.7, HIF-2a inh -1, Vif inh 23 and Granule exo inh 0.
Cc1ccc(C2Nc3cccc4cccc(c34)N2)s1 was read as NR2E3 ag-1 -2, CaV13 FRET inh -4, PDI inh -1, MITF TRPM1 inh -7, aDG glyco act -0.1, Peg3 promoter -12, NR2E3 ag-2 -42, iPSC survival up -1.4, HIF-2a inh 9, Vif inh -2 and Granule exo inh -3.
`O=c1[nH][nH]cc1C=Nc1ccc(Oc2ccccc2)cc1` gave NR2E3 ag-1 -1, CaV13 FRET inh -5, PDI inh -4, MITF TRPM1 inh 10, aDG glyco act -0.5, Peg3 promoter 6, NR2E3 ag-2 0, iPSC survival up -1.0, HIF-2a inh 6, Vif inh -5 and Granule exo inh 3.
`Cc1ccc(-n2nc(C(=O)N3CCN(C)CC3)c3c4ccccc4n(C)c3c2=O)cc1` gave NR2E3 ag-1 0, CaV13 FRET inh -4, PDI inh -1, MITF TRPM1 inh 10, aDG glyco act 0.0, Peg3 promoter 18, NR2E3 ag-2 25, iPSC survival up -1.2, HIF-2a inh 7, Vif inh 3 and Granule exo inh 3.
`Nc1nc(SCC(=O)NCC2CCCO2)[nH]c(=O)c1NC(=O)c1ccc(F)c(F)c1` (stereo unspecified) gave NR2E3 ag-1 0, CaV13 FRET inh -2, PDI inh 2, MITF TRPM1 inh 9, aDG glyco act -0.1, Peg3 promoter 12, NR2E3 ag-2 -25, iPSC survival up 0.2, HIF-2a inh 6, Vif inh 7 and Granule exo inh -2.
Cc1cc(CN2CCCC(N3CCc4ccccc4C3)C2)cc(C)c1O (stereo unspecified) was read as NR2E3 ag-1 0, CaV13 FRET inh -4, PDI inh 6, MITF TRPM1 inh 3, aDG glyco act 0.2, Peg3 promoter 4, NR2E3 ag-2 3, iPSC survival up -0.5, HIF-2a inh 12, Vif inh -1 and Granule exo inh 4.
Nc1nnc(-c2ccc(F)cc2)s1 was read as NR2E3 ag-1 -3, CaV13 FRET inh -5, PDI inh 1, MITF TRPM1 inh -12, aDG glyco act -0.2, Peg3 promoter -27, NR2E3 ag-2 -27, iPSC survival up 0.5, HIF-2a inh -59 and Granule exo inh -2.
COc1ccc(OC)c(NC(=O)c2cc(-c3cc(Cl)ccc3O)n[nH]2)c1 was read as NR2E3 ag-1 1, CaV13 FRET inh -4, PDI inh -7, MITF TRPM1 inh 5, aDG glyco act 0.0, Peg3 promoter 19, NR2E3 ag-2 -19, iPSC survival up 2.9, HIF-2a inh -20, Vif inh -9 and Granule exo inh 90*.
Screening Cc1ccc(NC(=O)CN(C)C(=O)Cn2ncc(Cl)c(Cl)c2=O)cc1 returned NR2E3 ag-1 2, CaV13 FRET inh -17, PDI inh 3, MITF TRPM1 inh 90*, aDG glyco act -0.3, Peg3 promoter 102*, NR2E3 ag-2 -5, iPSC survival up -4.2, HIF-2a inh 97*, Vif inh 10 and Granule exo inh 0.
For O=C(COC(=O)/C=C/c1cccc(Cl)c1)Nc1c(F)cccc1F the results were CaV13 FRET inh -6, PDI inh -2, MITF TRPM1 inh -9, aDG glyco act -0.1, Peg3 promoter 6, NR2E3 ag-2 -8, iPSC survival up 2.6, HIF-2a inh 7, Vif inh -14 and Granule exo inh 12.
`CC(NC(=O)COC(=O)C1CC1C)c1cccc(Cl)c1` (stereo unspecified) gave CaV13 FRET inh -4, PDI inh 3, MITF TRPM1 inh 9, aDG glyco act 0.1, Peg3 promoter -3, NR2E3 ag-2 -25, iPSC survival up -0.5, HIF-2a inh 1, Vif inh -4 and Granule exo inh 5.
`CC(=O)[C@H]1CC[C@H]2[C@@H]3CCC4=CC(=O)CC[C@]4(C)[C@H]3[C@H](O)C[C@]12C` gave NR2E3 ag-1 4, CaV13 FRET inh -5, PDI inh 10, MITF TRPM1 inh -4, aDG glyco act 0.0, Peg3 promoter -7, NR2E3 ag-2 -16, iPSC survival up 0.9, HIF-2a inh -4, Vif inh -5 and Granule exo inh 5.
Cc1ccc(Cn2c(C(CO)Nc3nc(-c4ccc(F)cc4)cs3)nc3ccccc32)cc1 (stereo unspecified) was read as NR2E3 ag-1 1, CaV13 FRET inh -6, PDI inh 1, MITF TRPM1 inh 3, aDG glyco act 0.1, Peg3 promoter 50, NR2E3 ag-2 0, iPSC survival up -0.2, HIF-2a inh -3, Vif inh -1 and Granule exo inh 10.
`CCCCC(=O)Nc1ccc(NC(=O)C(C)C)cn1` gave NR2E3 ag-1 -2, CaV13 FRET inh -4, PDI inh -3, MITF TRPM1 inh -24, aDG glyco act 0.4, Peg3 promoter -65, NR2E3 ag-2 -20, iPSC survival up -1.4, HIF-2a inh -105, Vif inh -4 and Granule exo inh 2.
`CCOc1ccc(NC(=O)CN(c2ccc(OC)cc2)S(=O)(=O)c2cccs2)cc1` gave NR2E3 ag-1 7, CaV13 FRET inh 0, PDI inh 3, MITF TRPM1 inh 7, aDG glyco act 0.1, Peg3 promoter 0, NR2E3 ag-2 8, iPSC survival up -0.4, HIF-2a inh 16, Vif inh 9 and Granule exo inh -1.
O=C(CN1C(=O)S/C(=C/c2ccncc2)C1=O)N1CCOCC1 was read as NR2E3 ag-1 -2, CaV13 FRET inh -5, PDI inh -4, MITF TRPM1 inh -6, aDG glyco act 0.0, Peg3 promoter 11, NR2E3 ag-2 -22, iPSC survival up -0.8, HIF-2a inh 24, Vif inh -2 and Granule exo inh -1.

Compound activity (PubChem BioAssay)
